# PP1 inh = blocks human PP1-alpha phosphatase, a PP5 counter-screen; P62136; purified PP1alpha, OMFP fluorescence; inhibition, % at 6.7 µM; AID 2235; hit rate 0.9% among 320,000;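 active means inhibition above the mean inhibition of all tested compounds plus 3 SD, computed separately for each screening campaign, cut at about 15% in these data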
# Target sequence (P62136 whole entry, looked up): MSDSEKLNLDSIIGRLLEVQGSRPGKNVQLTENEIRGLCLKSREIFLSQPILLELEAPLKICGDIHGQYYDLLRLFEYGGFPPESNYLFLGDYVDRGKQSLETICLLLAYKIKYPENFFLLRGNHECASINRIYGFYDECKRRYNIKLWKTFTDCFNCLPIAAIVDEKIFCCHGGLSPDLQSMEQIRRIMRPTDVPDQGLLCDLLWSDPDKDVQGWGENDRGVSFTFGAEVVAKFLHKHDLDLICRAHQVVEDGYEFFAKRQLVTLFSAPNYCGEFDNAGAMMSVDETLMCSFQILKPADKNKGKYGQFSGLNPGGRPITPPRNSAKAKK
# proCasp3 act = activators of human procaspase-3. P42574. recombinant procaspase-3 D3A, Ac-DEVD-pNA absorbance 405 nm. activation, % at 8.5 µM. hit rate 0.11% among 330,000. AID 463141;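 active means activation above the mean of all tested compounds plus 3 SD, cut at about 21% in these data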;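 further: 0% = DMSO alone and 100% = DMSO wells spiked with extra 5 µM PC-3 D3A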
# Target sequence (P42574 whole entry D9A/D28A/D175A): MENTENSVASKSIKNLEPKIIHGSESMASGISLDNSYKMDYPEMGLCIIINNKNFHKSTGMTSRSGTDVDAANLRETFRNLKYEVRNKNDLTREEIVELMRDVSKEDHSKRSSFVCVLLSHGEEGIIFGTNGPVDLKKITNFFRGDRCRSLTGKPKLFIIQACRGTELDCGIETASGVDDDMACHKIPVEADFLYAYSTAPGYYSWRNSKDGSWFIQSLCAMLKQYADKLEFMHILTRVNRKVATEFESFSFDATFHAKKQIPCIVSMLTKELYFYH
#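 Evaluation: percent activation relative to control range; Material: Procaspase-3 D3A mutant, all three cleavage aspartates alanine; Compound: single dose, 8.5 µM nominal compound, 0.8% DMSO; Replication: one well per compound; Signal: absorbance at 405 nm, 0 and 120 min; Schedule: 1 h preincubation plus 2 h reaction at 25 °C.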
# proCasp7 act = counter-screen for procaspase-3 activators: activators of human procaspase-7 | recombinant procaspase-7, Ac-DEVD-pNA absorbance 405 nm; D23A/D198A/D206A triple mutant, cannot self-cleave; scale: DMSO 0, 5 µM enzyme 100 | activation, % at 8.5 µM | AID 463210 | hit rate 0.093% among 330,000;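 active means percent activation above the screen-wide mean plus 3 SD, cut at about 25% in these data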
# Target sequence (P55210 whole entry D23A/D198A/D206A): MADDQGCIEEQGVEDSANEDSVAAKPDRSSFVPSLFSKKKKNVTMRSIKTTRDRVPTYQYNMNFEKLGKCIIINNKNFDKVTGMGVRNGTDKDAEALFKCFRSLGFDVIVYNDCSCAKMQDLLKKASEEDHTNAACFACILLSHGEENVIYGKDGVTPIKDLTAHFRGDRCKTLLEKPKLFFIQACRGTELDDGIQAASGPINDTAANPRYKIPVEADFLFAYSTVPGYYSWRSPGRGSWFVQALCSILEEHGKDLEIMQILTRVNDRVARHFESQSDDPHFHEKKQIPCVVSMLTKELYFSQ
#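 Assay system: Uncleavable procaspase-7 mutant enzyme / Input: 2 µM procaspase-7 mutant as dispensed / Dosing: single nominal 8.5 µM compound dose, 0.8% DMSO final / Timing: 1 h enzyme–compound preincubation and 2 h substrate reaction, both 25 °C / Detection: p-Nitroaniline absorbance at 405 nm, read at 0 and 120 min / Replication: singlicate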
# GASC-1 inh = inhibitors of human GASC-1 (JMJD2C) demethylase; GST-JMJD2C(1-420) H3K9me3 demethylation, DELFIA europium; Q9H3R0; hit rate 0.069% among 330,000; inhibition, % at 2.35 µM;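 active means more than half of a compound's replicate wells show inhibition beyond 50%, single wells judged on their own value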;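 further: signal counts dimethyl H3K9 product captured on neutravidin plate; 0% = median of DMSO wells and 100% = 0.3 times that DMSO median; strong numbers were not always called active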
# PP5 primary = PP5 (human) phosphatase inhibition; purified PP5c, OMFP substrate fluorescence; hit rate 0.18% among 320,000; P53041; inhibition, % at 6.7 µM; AID 1987;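 active means inhibition above the campaign's mean inhibition across all tested compounds plus 3 SD, cut at about 9.5% in these data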;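 further: 0% = DMSO only and 100% = 100 µM cantharidin control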
# Fh CTSL1 inh = counter-screen for PFM18AAP inhibitors: inhibitors of F. hepatica cathepsin L1 | recombinant F. hepatica cathepsin L1, Z-Leu-Arg-MCA fluorescence | inhibition, % at 5.96 µM | hit rate 0.49% among 300,000 | AID 1906;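 active means inhibition above the mean of all tested compounds plus 3 SD, set per screening campaign, cut at about 17% in these data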;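 further: 0% = plate median of test compound wells and 100% = 1 µM Z-Phe-Ala-diazomethylketone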
# Efflux pump inh = antifungal efflux pump inhibition, Nile Red retention. inhibition, % at 10 µM. AID 485275. hit rate 0.44% among 330,000. S. cerevisiae Candida pump triplex;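 active means plate passing quality check with inhibition over a set limit, or well fluorescence over plate mean plus 4 SD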;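 further: Nile Red retained in pooled yeast measured as flow cytometry median fluorescence; 0% = buffer negative control and 100% = Enniatin B positive control; higher means more Nile Red kept so more efflux inhibition; some compounds called inactive have numbers as strong as hits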
# TPT1 inh = inhibitors of Candida albicans tRNA 2'-phosphotransferase TPT1. inhibition, % at 5 µM. recombinant caTPT1, FP RNA substrate dephosphorylation. hit rate 0.81% among 300,000. AID 1962;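 active means inhibition above the mean of all tested compounds plus 3 SD, set per screening campaign, cut at about 24% in these data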;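 further: plate controls were DMSO alone for no effect and ferristatin control at 100 nM for full effect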
# core dimer inh = HCV core protein dimerization inhibition. TR-FRET GST/Flag-core106 dimerization, 1536-well. hit rate 0.33% among 300,000. inhibition, % at 5 µM;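 active means inhibition above the mean of all tested compounds plus 3 SD, set per screening campaign, cut at about 45% in these data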
#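 System – GST-tagged and Flag-tagged HCV core protein residues 1-106 · Repeats – one well for each compound · Technique – TR-FRET 671 and 617 nm emission · Doses – one concentration, 5 µM, in 0.5% DMSO · Times – 4 h, 22.5 °C incubation · Also added – Eu donor and XL665 acceptor anti-tag antibodies · Measure – percent inhibition of core106 dimerization signal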
# * hit, by the source's call; / = no result given; & = joins results of further samples.
SMILES,PP1 inh,proCasp3 act,proCasp7 act,GASC-1 inh,PP5 primary,Fh CTSL1 inh,Efflux pump inh,TPT1 inh,core dimer inh
CCOC(=O)c1cc(-c2ccccc2)nn1CC1CC(c2ccc(OC)cc2)=NO1 (stereo unspecified),/,3,-2,-12,/,/,-0.3,/,/
Cc1nc2c(cc1C(=O)N/N=C/c1ccc([N+](=O)[O-])cc1)c(=O)n(C)c(=O)n2C,-3,-3,0,-1,-3.0,4,-0.1,1,6
Cc1cc(-c2ccccc2)nc(N(C)N)c1S(C)(=O)=O,-4,-5,4,-1,1.3,-2,0.0,-6,1
O=C(Nc1ccccc1N1CCOCC1)c1ccc(Cl)c(S(=O)(=O)N2CCCC2)c1,3,6,2,0,3.3,/,-0.1,/,/
CSc1ccc(S(=O)(=O)NCC(=O)OCC(=O)NCc2ccco2)cc1[N+](=O)[O-],-5,3,-2,0,1.1,-30,-0.1,2,1
C#CCOCCOCCOCCNc1nc(N2CCN(C(=O)[C@H](CCCCN)n3cc(CCCC)nn3)CC2)nc(N2CCN(C(=O)[C@H](CCCCN)n3cc(CCC(=O)O)nn3)CC2)n1,-3,2,-4,/,-1.2,4,0.0,0,-6
CCOC(=O)C1=C(Nc2ccc(OC)cc2)OCC1=O,-5,0,2,3,1.1,2,-0.1,-3,-10
O=C(NNC1CC(=O)N(c2ccc3c(c2)OCCO3)C1=O)c1ccc(Cl)cc1 (stereo unspecified),2,6,8,9,-1.4,-3,0.0,-3,2
COc1ccc2nc(NC(=O)C34CC5CC(CC(NC(C)=O)(C5)C3)C4)sc2c1,2,-5,-7,11,1.1,-1,1.3,1,-2
CCCCOc1ccc(C2=CSC3=NCCN23)cc1[N+](=O)[O-],4,-1,5,-34,1.1,-4,0.3,-2,7
Cc1ccc2nsnc2c1S(=O)(=O)NC1CC1,-6,2,-8,-3,-1.4,-2,0.1,-1,-5
CC(Sc1ccc(Cl)cc1)C(=O)Nc1ccccc1-c1ccccc1 (stereo unspecified),-4,4,-10,0,3.3,-3,0.2,-1,2
CCc1ccc(NC(=O)c2cnc3scc(C)n3c2=O)cc1,-1,1,4,9,-0.2,2,-0.1,0,3
O=C(Nc1cccc(Cl)c1)c1ccc2ncsc2c1,-4,3,-4,6,-0.2,4,0.0,2,11
O=C1CC2(CCN(S(=O)(=O)c3ccccc3F)CC2)Oc2ccccc21,-1,10,2,13,-1.2,5,0.0,1,2
COC(=O)c1ccc(NC(=O)C(=O)N2CCN(C(=S)NCCc3ccccc3)CC2)cc1,-2,-2,1,3,-4.3,2,0.0,2,-14
CCN1CCC[C@H]1CNC(=O)c1c(OC)ccc(Br)c1OC,2,3,2,/,-0.8,-6,-0.1,0,0
COc1ccc(NC(=O)COC(=O)CO/N=C(\C)c2ccc3c(c2)OCO3)cc1S(N)(=O)=O,-5,8,3,8,-2.5,/,-0.1,/,/
COc1c(F)c(F)c(C(=O)Nc2ccc3oc(-c4ccncc4)nc3c2)c(F)c1F,0,6,-3,-1,1.1,4,-0.2,6,-153
COc1cccc(CN(C)CC(=O)Nc2ccccc2C(C)C)c1,0,6,0,-4,-0.6,-5,-0.1,4,1
O=c1[nH]cnc2scc(-c3ccccc3)c12,-3,11,13,2,2.9,0,-0.3,-3,0
N#C/C(=C\c1ccc(OCc2cccc(C(=O)O)c2)cc1)C(=O)NCc1ccco1,-10,-2,-13,-16,4.0,-6,0.3,-3,5
O=C(COC(=O)c1cnc(Cl)c(Cl)c1)NCc1cccs1,-9,2,-2,14,-1.7,1,-0.3,3,-3
Cc1cc(C)c(C)c(S(=O)(=O)N2CCN(C(=O)c3cc(S(=O)(=O)N4CCOCC4)ccc3F)CC2)c1C,/,-4,5,5,/,/,-0.2,/,/
COc1cccc(NC(=O)c2cc(-c3ccc(OC)cc3OC)nc3ccccc23)c1,-3,-5,2,-2,-0.3,0,0.0,1,9
Fc1cccc(CSc2ccc3nnc(-c4cccnc4)n3n2)c1,0,3,4,2,1.2,0,-0.1,-6,2
Cn1cccc1C(=O)NC(=O)COC(=O)CNS(=O)(=O)c1ccc(Br)cc1,0,-13,-3,-5,0.7,-15,0.0,1,8
COc1cccc(SCc2noc(C(=O)NC(C)C)c2C(=O)O)c1,1,10,3,18,0.4,0,/,-3,-5
O=S(=O)(Nc1ccc(Cl)cn1)c1ccccc1,-3,-5,5,-8,1.3,-1,0.0,1,-2
CC(C)[C@H](NC(=O)c1ccccc1Cl)C(=O)OCC(=O)Nc1ccc(S(=O)(=O)N2CCOCC2)cc1,/,0,10,5,/,/,-0.1,/,/
CCOc1ccc(N(CC(=O)Nc2ccc(OC)cc2OC)S(=O)(=O)c2c(C)[nH]c(=O)[nH]c2=O)cc1,-5,-7,-4,-5,-2.6,0,0.2,3,7
Cc1cc(OCc2cc3c(cc2Cl)OCO3)c2c(C)cc(=O)oc2c1,2,14,-10,-4,0.9,-1,0.0,-5,8
Nc1nnc(SCC(=O)Nc2cc(F)ccc2F)s1,-6,-6,-6,19,2.2,-1,-0.1,-3,-7
COc1cc(-c2nnc(SCC(=O)N3CCCC3)o2)cc(OC)c1OC,-1,-5,1,-2,2.4,-5,0.0,1,-8
O=C(Nc1ccccc1C(F)(F)F)c1ccsc1,-1,1,3,29,0.3,-3,0.0,-1,10
CCCc1cc(C(=O)NCCc2ccccc2)no1,0,10,6,3,-0.8,0,0.0,-3,-9
CC1CCC2C(=O)N(c3cccc(OS(=O)(=O)c4ccccc4)c3)C(=O)C2C1 (stereo unspecified),-3,3,9,0,2.1,4,0.2,-1,0
COc1ccc(-n2nc(C(=O)NCC(=O)NCc3ccccc3OC)c3ccccc3c2=O)c(OC)c1,1,2,7,1,0.4,4,0.0,4,1
CC(=O)NC12CC3CC(C1)CC(C(=O)N1CCN(S(=O)(=O)c4cccs4)CC1)(C3)C2,-1,5,6,0,5.1,/,-0.1,/,/
C=C1C[C@]23C[C@@]1(O)CC[C@H]2[C@@]12C=C[C@H](O)[C@@](C)(C(=O)O1)[C@H]2[C@@H]3C(=O)O,0&-5,-3&10,4&8,8,2.5&0.5,-1,0.0&0.0,-1,1

# Reformatted: three of the compounds above
# Second line of a record – PP1 inh, proCasp3 act, proCasp7 act, GASC-1 inh, PP5 primary, Fh CTSL1 inh, Efflux pump inh, TPT1 inh, core dimer inh
COc1cccc(NC(=O)c2cc(-c3ccc(OC)cc3OC)nc3ccccc23)c1
    -3, -5, 2, -2, -0.3, 0, 0.0, 1, 9
Fc1cccc(CSc2ccc3nnc(-c4cccnc4)n3n2)c1
    0, 3, 4, 2, 1.2, 0, -0.1, -6, 2
Cn1cccc1C(=O)NC(=O)COC(=O)CNS(=O)(=O)c1ccc(Br)cc1
    0, -13, -3, -5, 0.7, -15, 0.0, 1, 8

# Other records
SMILES,PP1 inh,proCasp3 act,proCasp7 act,GASC-1 inh,PP5 primary,Fh CTSL1 inh,Efflux pump inh,TPT1 inh,core dimer inh
COc1cccc(C2c3[nH]c4ccccc4c3C[C@H]3C(=O)N(CCCCCO)CC(=O)N23)c1 (stereo partly specified),1,5,-5,1,0.6,-3,0.0,-2,6
CC(=O)c1ccc(Cc2ccc(C(C)=O)cc2)cc1,-3,7,4,1,3.3,4,-0.1,0,-3
COc1cccc(CN(C)CC(=O)NC(=O)NCc2ccco2)c1,1,-1,-1,3,2.6,3,0.0,0,36
COc1ccc(C(=O)NC(=S)NNC(=O)c2cnccn2)cc1,4,-2,-11,7,-1.3,-1,-0.1,2,1
Cn1c(CNc2ccccc2)cc(=O)n(C)c1=O,1,6,2,-25,4.4,2,-1.1,-3,2
CCOC(=O)c1cc(S(=O)(=O)N2CCN(C(=O)OCC)CC2)cn1C,-2,2,-5,7,-1.1,1,-0.1,-5,-2
COc1ccc(COc2ccccc2C(N)=O)cc1F,-6,0,7,6,2.0,0,0.1,0,5
CCC(=O)Nc1cc(C)c(NC(=O)c2ccco2)cn1,-4,-7,6,26,0.9,2,0.0,-2,0
COCCNC(=O)c1ccc2c(=O)n(Cc3ccco3)c(SCC(=O)NC3CCCC3)nc2c1,-2,-1,8,20,-1.6,5,-0.1,-3,-1
COc1ccccc1N=NC1C(=O)N(C(N)=S)N=C1C (stereo unspecified),-3,-5,-2,4,3.2,2,0.0,3,-13
CC(=O)OCC(=O)Nc1ccc(Cl)cc1Cl,-4,1,3,-1,4.5,-16,0.2,2,-5
CCCCNC(=S)NNC(=O)c1csc2c1CCC(C)C2 (stereo unspecified),2,-18,-14,0,3.2,0,-0.1,0,3
C=CCn1nnnc1-c1cc(Cl)cc(Cl)c1,-1,4,1,35,-0.6,0,0.1,13,3
COc1cccc(OCC(O)CN2CCN(c3ccc(Cl)cc3)CC2)c1 (stereo unspecified),-2,-6,0,11,2.7,-1,0.3,-2,0
CCn1cnc2cc(NCc3ccc(C)cc3)ccc21,-2,-8,-9,13,7.1,2,0.1,1,-1
CCN1CCC(NC(=O)Nc2cc(Cl)ccc2OC)CC1,1,6,5,2,3.5,0,0.0,-1,-2
CCOc1ccc(NC(=O)Cn2cc(C(=O)CC)c3ccccc32)cc1,-4,-6,3,-10,0.6,3,-0.1,-3,14
CCOc1ccccc1NC(=O)Cn1nc(-c2ccco2)ccc1=O,3,0,-7,-27,-1.5,2,0.0,-1,18
Cc1ccc(-n2c(SCCN)nnc2-c2cccc(C)c2)cc1,1,-8,-1,6,2.4,-3,-0.1,0,-2
CC1(C)CC(=O)C=C(c2ccc3c(c2)OCO3)C1,-1,7,-2,-4,1.4,-2,0.1,0,-9
OCC1OC(Oc2cccc3ccccc23)C(O)C(O)C1O (stereo unspecified),-1,0,10,-5,3.4,-4,-0.3,3,-1
O=c1cc(CN2CCOCC2)nc(C2CC2)[nH]1,2,-9,-7,3,-1.7,2,0.2,-3,0
O=C(NC1CCS(=O)(=O)C1)c1cccs1 (stereo unspecified),-1,6,5,2,3.4,0,0.1,-3,-12
CNC(=O)c1sc(Nc2cc(C)ccc2C)nc1C,0,4,2,3,0.8,-2,0.1,-4,0
CCOc1ccc2nc(N/C(N)=N/C(=S)Nc3cccc(C)c3)nc(C)c2c1,-3,2,-6,0,-1.0,2,-0.1,-1,18
CC(=O)Nc1ccc(C(=O)NNC(=O)Cc2ccccc2)cc1,-3,-7,-2,2,-0.8,-3,0.4,9,-6
Cc1ccc(Cn2cc(C(=O)c3ccc(F)cc3)c(=O)c3cc4c(cc32)OCCO4)cc1,0,-3,-2,-2,1.2,3,-0.4,-5,18
Cn1cnc2c(N3CCCCC3)nccc21,1,3,1,-3,0.6,-1,-0.2,3,-2
CCCOc1nnnn1-c1ccccc1,-1,1,4,11,0.7,-5,0.0,-2,-8
